Screening results: PubChem BioAssay, Broad Institute
Mtb UGM inh: M. tuberculosis UGM enzyme inhibitors, primary screen, biochemical, fluorescence polarization, single point; inhibition, % at 10 µM; UDP-galactopyranose mutase (Mycobacterium tuberculosis (strain ATCC 25618 / H37Rv)), …; purified UGM, fluorescence polarization probe displacement; 320,000 tested, 0.06% active; AID 504406, 2011; in the data active means inhibition above about 10%, passing the limit was not always enough
Target sequence (P9WIQ1 whole entry, looked up): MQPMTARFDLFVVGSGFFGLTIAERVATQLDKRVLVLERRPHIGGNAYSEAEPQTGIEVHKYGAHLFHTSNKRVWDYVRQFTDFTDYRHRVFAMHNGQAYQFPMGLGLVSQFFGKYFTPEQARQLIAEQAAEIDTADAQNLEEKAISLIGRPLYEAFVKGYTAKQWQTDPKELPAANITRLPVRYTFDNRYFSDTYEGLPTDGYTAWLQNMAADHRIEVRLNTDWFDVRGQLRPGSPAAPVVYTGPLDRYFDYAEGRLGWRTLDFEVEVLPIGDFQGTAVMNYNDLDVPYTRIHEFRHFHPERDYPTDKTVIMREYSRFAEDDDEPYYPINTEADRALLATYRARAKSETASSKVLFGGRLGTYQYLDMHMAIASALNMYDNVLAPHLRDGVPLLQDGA
Numbers without * were called inactive. A portion of the library; the hit share may differ from the screen's.

SMILES	Mtb UGM inh
Cc1ccc(C)n1-c1ccccc1N	-0.6
CC(C)c1ccccc1NC(=O)COc1ccc2c(=O)c(Oc3ccc4ccccc4c3)coc2c1	-1.9
CC[C@H]1CC2CN3CCc4c([nH]c5c([C@H]6C[C@H]7[C@H](CC)CN(C)[C@@H](Cc8c6[nH]c6ccccc86)[C@H]7C(=O)OC)c(OC)ccc45)C(C(=O)OC)(C2)C13	4.6
Oc1ccc(C=Nc2ccc3ncccc3c2)c(O)c1	-2.0
COC(=O)/C=C1\C(=O)N(c2nc3ccc(OC)cc3s2)C(=S)N1c1ccc(F)cc1	-0.6
CCCN1CCC[C@@H]2Cc3nc(N)ncc3C[C@H]21	3.7
Cc1cc(C(=O)CCl)c(C)n1-c1cccc(S(=O)(=O)N2CCOCC2)c1	0.2
CC(=O)c1cc2c(cc1NC(=O)CSc1nc3ccccc3[nH]1)OCO2	0.3
C=CCN=Cc1sc2ccc(OCC)cc2c1O	1.6
CCOC(=O)N1CCN(C(=O)c2cn(CC)c3cc(N4CCN(C)CC4)c(F)cc3c2=O)CC1	1.3
Cc1ccc(C(=O)C2=C(O)C(=O)N(Cc3cccnc3)C2c2cccc(Oc3ccccc3)c2)o1 (centres undefined)	1.9
CCN(CC)C(=O)c1sc(NC(=O)c2ccc(OC)c([N+](=O)[O-])c2)c(C#N)c1C	-2.6
O=C1NC(Cc2ccccc2)c2nc3ccc(Cl)cc3c(=O)n2-c2cc(Cl)ccc21 (centres undefined)	1.5
O=[N+]([O-])c1cccc(NC(=S)Nc2nc(-c3ccc(Cl)cc3Cl)cs2)c1	4.1
CCN(CC)CCSc1nc2ccccc2c(=S)n1-c1ccccc1	-0.6
O=C(CSc1nnc(-c2ccc3c(c2)OCCO3)o1)NC1CCCCC1	0.9
Cc1cc(C)c2[nH]c(O)c(N=NC(=O)c3cc4c(s3)CCCC4)c2c1	1.9
Cc1cc(C)cc(NC(=O)Cn2cc3c(n2)CCCCC3)c1	-0.2
Cc1cc(C)cc(NC(=O)COc2ccc3c(C)c(Cc4ccccc4)c(=O)oc3c2)c1	2.6
C=CCc1cccc([C@@H]2[C@@H](C)CC[C@H]3C(=O)N4[C@@H](c5cc(OC)c(OC)c(OC)c5)c5[nH]c6ccccc6c5C[C@H]4C(=O)N23)c1	0.9
COc1ccc(NC(=S)Nc2ccc(C)c(S(=O)(=O)N3CCCCC3)c2)cc1	1.7
O=C(CNC1CCCCCC1)Nc1ccc(N2CCCC2)cc1	0.2
O=C(Nc1ccc(S(=O)(=O)N2CCOCC2)cc1)c1ccc(=O)[nH]c1	0.8
O=C(Nc1nc2ccccc2c2nc3ccccc3n12)c1ccc(F)cc1	1.4
Cc1cc(NC(=O)CN2CCCCC2C)nc2c1c(=O)oc1ccccc12 (centres undefined)	1.9

The final seven records of the section above come first, to join the parts.
SMILES	Mtb UGM inh
Cc1cc(C)cc(NC(=O)COc2ccc3c(C)c(Cc4ccccc4)c(=O)oc3c2)c1	2.6
C=CCc1cccc([C@@H]2[C@@H](C)CC[C@H]3C(=O)N4[C@@H](c5cc(OC)c(OC)c(OC)c5)c5[nH]c6ccccc6c5C[C@H]4C(=O)N23)c1	0.9
COc1ccc(NC(=S)Nc2ccc(C)c(S(=O)(=O)N3CCCCC3)c2)cc1	1.7
O=C(CNC1CCCCCC1)Nc1ccc(N2CCCC2)cc1	0.2
O=C(Nc1ccc(S(=O)(=O)N2CCOCC2)cc1)c1ccc(=O)[nH]c1	0.8
O=C(Nc1nc2ccccc2c2nc3ccccc3n12)c1ccc(F)cc1	1.4
Cc1cc(NC(=O)CN2CCCCC2C)nc2c1c(=O)oc1ccccc12 (centres undefined)	1.9
CCNC(=S)N/N=C(\C)c1ccc2ccccc2c1	2.5
COc1ccc(-n2c(SCC(=O)N3CCCC3)nc3ccccc3c2=O)cc1	-0.6
O=C(O)CCCNc1cc(N2CCC3(CC2)OCCO3)c2noc3c2c1C(=O)c1ccccc1-3	-16
O=C(Nc1ccc(Cl)cc1)c1nc[nH]c1C(=O)NCCCNC(=O)c1[nH]cnc1C(=O)Nc1ccc(Cl)cc1	-1.0
Cc1cc(=O)[nH]c(N/N=C/c2cccc([N+](=O)[O-])c2)n1	-4.2
CC(=O)c1cc2c(cc1NC(=O)CCC1CCCC1)OCO2	-0.5
CCc1cc2cc3c(cc2nc1SCC(=O)Nc1cc(OC)c(OC)cc1C(=O)O)OCO3	1.7
CCCCNC(=S)N(C)/N=C/c1sc(N2CCCCC2)nc1-c1cccs1	3.6
COc1ccc(CCNc2cc(N3CCN(C(=O)c4ccc(C)cc4)CC3)ccc2[N+](=O)[O-])cc1OC	-1.7
CC(CCc1ccccc1)NC(=O)/C=C/c1ccc(F)cc1 (centres undefined)	0.2
C#CCOCCOCCOCCNc1nc(N2CCN(C(=O)C(Cc3ccc(O)cc3)n3cc(C(N)CC(C)C)nn3)CC2)nc(N2CCN(C(=O)C(Cc3cc4ccccc4[nH]3)n3cc(C(N)C(C)CC)nn3)CC2)n1 (centres undefined)	1.4
Cc1ccc(C(=O)NNc2cc(N3CCCC3)nc(N3CCCC3)n2)cc1	-0.3
COc1ccc(C(=O)c2c(-c3ccsc3)oc3ccc(-c4ccc(OC)cc4)cc23)cc1	0.4
COc1ccc(-c2csc(/C(C#N)=C\c3cccc([N+](=O)[O-])c3)n2)cc1	2.0
CCOC(=O)c1sc(NC(=O)CSc2nc3ccccc3s2)c(C(=O)OCC)c1C	-1.1
Cc1ccc(N2C(=O)/C(=C/c3ccc(CN(CCC#N)S(C)(=O)=O)o3)C(=O)NC2=S)cc1C	0.0
Cc1ccc(C)n1-c1cccc(N)c1	-0.4
NS(=O)(=O)c1ccc(NC(=O)C2COc3ccccc3O2)cc1 (centres undefined)	-1.1
COc1c(CC=C(C)C)cc(C2CC(=O)c3c(O)cc(O)cc3O2)c(CC=C(C)C)c1O (centres undefined)	-2.8
Cn1cc([N+](=O)[O-])c(C(=O)Nc2cc(Oc3cccnc3)cc([N+](=O)[O-])c2)n1	-0.9
O=C(COC(=O)c1c(F)cccc1F)c1ccc[nH]1	-2.0
COC(=O)c1c(N2C(=O)[C@H]3[C@@H](C2=O)[C@]2(C(=O)Nc4ccc(C)cc42)N2CCC[C@@H]32)sc(C)c1C	0.8
Cc1ccc(C2C(C#N)=C(N)Oc3c2sc2ccccc32)o1 (centres undefined)	-0.2
CCOC(=O)c1c(/N=C/c2ccc(O)cc2O)sc2c1CCC2	-1.0
CCOC(=O)[C@@H]1[C@H]2COc3ccc(Br)cc3[C@H]2N2C(=O)N(c3ccc(Cl)cc3)C(=O)[C@@]12C	-2.1
New compounds follow:
SMILES	Mtb UGM inh
Cc1cc(NC(=O)c2n[nH]c(=O)c3ccccc23)ccc1Br	2.3
O=C(Nc1ccccc1)N1CC=C(c2ccccc2)CC1	-1.5
Clc1cc(Cl)cc(C2=NCCC(c3ccccc3)O2)c1 (centres undefined)	1.7
CN(C)CCN1C(=O)C(O)=C(C(=O)c2cc3ccccc3o2)C1c1ccccn1 (centres undefined)	0.6
CCc1ccc(-c2cc(C(=O)NCCCn3ccnc3)c3ccccc3n2)s1	-1.0
CCOC(=O)C1=C(C)N(CCCC(=O)O)C(=O)NC1c1ccccc1OC(=O)c1cccs1 (centres undefined)	0.5
CCn1c(SCC(=O)N=Nc2c(O)[nH]c3ccccc23)nnc1-c1ccc(C(C)(C)C)cc1	0.0
COc1ccc(OC)c(NS(=O)(=O)Cc2ccccc2)c1	2.8
O=C1CSC(=S)N1/N=C/c1ccc(Cl)c([N+](=O)[O-])c1	0.1
CC(C)(C)OC(=O)CN1C(=O)S/C(=C\c2ccc(-c3cccc(C(=O)O)c3)o2)C1=O	0.3
Cc1ccccc1Nc1nc(-c2sc(NC(=O)c3ccc([N+](=O)[O-])cc3)nc2C)cs1	-0.2
COc1cc(/C=C2/C(=O)N(c3ccc(Br)cc3)N=C2C)cc([N+](=O)[O-])c1O	1.1
Cc1ccc(/C=C/C2=Cc3c(sc(NC(=O)CSc4n[nH]c(N)n4)c3C#N)C(C)(C)C2)o1	2.2
COC(=O)[C@@]12OC[C@]34[C@H]([C@@H](O)[C@@H]1O)[C@@]1(C)C(=O)C(O[C@@H]5OC(CO)[C@@H](O)[C@@H](O)[C@@H]5O)=C[C@@H](C)[C@@H]1C[C@H]3OC(=O)[C@H](OC(=O)/C=C(\C)C(C)(C)OC(C)=O)[C@@H]24 (some centres undefined)	3.4
Cc1cccc(N2CCN(C(=O)c3ccc4c(c3)NC(=O)C(CSCc3cccc(F)c3)N4)CC2)c1C (centres undefined)	1.3
O=C(COC(=O)c1ccc[n+]([O-])c1)Nc1c(Br)cc([N+](=O)[O-])cc1Br	2.4
CCC(C)n1c(-c2cc(OC)c(OC)c(OC)c2)nc2nc3ccccc3nc21 (centres undefined)	0.3
C#CCOCCOCCOCCNc1nc(N2CCN(C(=O)CCCCCCCCCCNC(=O)[C@H](CCCN=C(N)N)n3cc(C[C@@H](C)CC)nn3)CC2)nc(N2CCN(C(=O)CCCCCCCCCCNC(=O)[C@@H]([C@H](C)CC)n3cc(CCCCCN)nn3)CC2)n1	-1.9
Cc1cccn2c(=O)c(C=NCCO)c(Nc3ccc(Cl)cc3)nc12	1.7
Cc1ncc(/C=C2\C(=O)Nc3ccccc32)[nH]1	-1.6
CC(C)N(C(=O)Nc1ccc2nsnc2c1)C(C)C	2.5
Cc1ccc(N2C(=O)c3cccc4c(N5CCN(C)CC5)ccc(c34)C2=O)c2cccnc12	-2.2
CC(=O)NC1C(=O)SC1(C)C (centres undefined)	-2.8
COC(=O)[C@@]1(Cc2ccc(F)cc2)[C@H]2c3cc(C(=O)N4CCCC4)n(CCc4ccc(O)c(O)c4)c3C[C@H]2CN1C(=O)c1ccccc1	1.1
N/C(=N\OC(=O)COc1cc(Cl)c(Cl)cc1Cl)c1ccncc1	0.9

Looked up above:
Under Mtb UGM inh, `Cc1cc(NC(=O)c2n[nH]c(=O)c3ccccc23)ccc1Br` is listed with 2.3
Under Mtb UGM inh, `CCOC(=O)C1=C(C)N(CCCC(=O)O)C(=O)NC1c1ccccc1OC(=O)c1cccs1` (centres undefined) is listed with 0.5

(next part)
SMILES	Mtb UGM inh
CC(C)CCNC(=O)c1ccc(Cl)c(NC(=O)Cc2ccccc2)c1	2.2
Cn1c(SCn2nnc3ccccc3c2=O)nc2ccccc2c1=O	-3.1
N#CCC(=O)N/N=C/c1cc(-c2ccccc2)n(-c2ccc(Cl)cc2)c1-c1ccccc1	1.6
CC(c1ccccc1)C(Cc1nc2ccccc2[nH]1)c1nc2ccccc2[nH]1 (centres undefined)	-1.4
CCOC(=O)c1ccc(NC(=S)Nc2ccccc2N)cc1	-3.4
O=C(O)C1C2C=CC(O2)C1C(=O)Nc1ccc2c(c1)OCCO2 (centres undefined)	4.8
COC(=O)[C@H](Cc1ccccc1)NC(=O)O[C@@H]1C(=O)c2cc(OC)ccc2O[C@H]1c1ccc(OC)c(Br)c1	-1.0
COc1ccc2c(c1O)C(=O)c1ccccc1C2=O	1.7
CC(C)N(C(=S)NC1CCCCC1)c1ccccc1	-3.2
CC1=NNC(=O)C1C(c1ccccc1)C1C(=O)NN=C1C (centres undefined)	-1.1
COc1ccc(N=c2oc3ccccc3cc2C(=O)Nc2ccccn2)cc1OC	4.1
O=C(NC1CCCCC1)OCCN1CCN(Cc2ccccc2)CCC1=O	0.9
Cc1noc(C)c1CCC(=O)N1CCCC(CCC(=O)NCc2ccccc2F)C1 (centres undefined)	-0.2
Cc1nc(Nc2cnc(/C=C/c3cc(C(=O)Nc4cccc(C(F)(F)F)c4)ccc3C)cn2)cc(N2CCNCC2)n1	0.8
NS(=O)(=O)c1ccc(NC(=S)N2CCN(S(=O)(=O)c3ccc(F)cc3)CC2)cc1	2.2
COc1cc(C(=O)N2CCCN(c3nc4cc(C)ccc4cc3C#N)CC2)cc(OC)c1OC	1.3
CC(O)c1cccc(NC(=O)Cc2cccc3ccccc23)c1 (centres undefined)	-3.0
NC(=S)Nc1nc2ccccc2[nH]c1=O	-2.9
S=c1[nH]nc(-c2ccco2)n1/N=C/c1ccccn1	2.0
CC(C)c1nnc(NC(=O)c2nc(S(=O)(=O)Cc3ccccc3F)ncc2Cl)s1	0.6
CCc1ccc(S(=O)(=O)/N=C2\C=CC(=O)c3ccccc32)cc1	1.2
O=C(Cc1cccs1)Nc1ccccc1-c1nc2ccccc2[nH]1	-2.9
C/C(=N/NC(=O)C(=O)N/N=C(/C)c1ccccc1)c1ccccc1	-2.1
Cc1c(C)c2cc(Cl)c(O)c(CN3CCCCC3)c2oc1=O	-1.4
CC(=O)OCCN1C(=O)c2cccc3cc([N+](=O)[O-])cc(c23)C1=O	-0.2
(listing goes on)
SMILES	Mtb UGM inh
FC(F)(F)c1ccc(CN2C[C@@H]3C(c4ccc(Cl)nc4)C4(c5cccnc5)CC3(C4)[C@H]2c2ccccc2)cc1 (some centres undefined)	-0.5
C[C@@H](C(=O)NCc1ccc(S(C)(=O)=O)cc1)[C@H]1C[C@]1(C)[C@H](NC(=O)OCc1ccccc1)c1ccccc1	-0.3
Cc1noc(C)c1CSc1ncnc2sc3c(c12)CCC(C)C3 (centres undefined)	-0.7
CCOC(=O)C(C)c1c(C(=O)c2ccc(C)nc2)c2ccccc2n1C (centres undefined)	-0.8
CCN1CCCC1CNC(=O)c1cc(S(=O)(=O)CC)c(N)cc1OC (centres undefined)	2.0
COC(=O)C1CCN(C(=O)COC(=O)Cn2cnnn2)CC1	2.4
CC1CCCC(NC(=O)c2cn(C)c3ccc(S(=O)(=O)N4CCCC4)cc3c2=O)C1C (centres undefined)	-3.1
O=C(COC(=O)c1ccncc1)Nc1cc(Cl)c(Cl)cc1Cl	1.3
O=S1(=O)C=C(Sc2nc3ccccc3s2)c2ccccc21	-1.9
COc1ccc(-c2nnc(SCC(=O)c3ccc4c(c3)OCCO4)o2)cc1	1.0

Four successive entries already listed, for reference:
SMILES	Mtb UGM inh
C[C@@H](C(=O)NCc1ccc(S(C)(=O)=O)cc1)[C@H]1C[C@]1(C)[C@H](NC(=O)OCc1ccccc1)c1ccccc1	-0.3
Cc1noc(C)c1CSc1ncnc2sc3c(c12)CCC(C)C3 (centres undefined)	-0.7
CCOC(=O)C(C)c1c(C(=O)c2ccc(C)nc2)c2ccccc2n1C (centres undefined)	-0.8
CCN1CCCC1CNC(=O)c1cc(S(=O)(=O)CC)c(N)cc1OC (centres undefined)	2.0
